Kir21 block – blocks the mouse Kir2.1 inward-rectifier potassium channel | hit rate 0.85% among 310,000 | AID 1672 | B-score at 10 µM | HEK293-Kir2.1, FluxOR thallium flux fluorescence; hits give low values;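 active = fluorescence ratio B-score at or below minus 3 SD of library scores, with starting-brightness B-score within 2 SD, cut at about -4.2 in these data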;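 note: channel flux triggered by added potassium and thallium sulfate stimulus; B-score of peak minus minimum fluorescence over baseline after thallium stimulus; more negative B-score means stronger Kir2.1 block with less thallium influx; some compounds called inactive have numbers as strong as hits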
Target sequence (P35561 whole entry, looked up): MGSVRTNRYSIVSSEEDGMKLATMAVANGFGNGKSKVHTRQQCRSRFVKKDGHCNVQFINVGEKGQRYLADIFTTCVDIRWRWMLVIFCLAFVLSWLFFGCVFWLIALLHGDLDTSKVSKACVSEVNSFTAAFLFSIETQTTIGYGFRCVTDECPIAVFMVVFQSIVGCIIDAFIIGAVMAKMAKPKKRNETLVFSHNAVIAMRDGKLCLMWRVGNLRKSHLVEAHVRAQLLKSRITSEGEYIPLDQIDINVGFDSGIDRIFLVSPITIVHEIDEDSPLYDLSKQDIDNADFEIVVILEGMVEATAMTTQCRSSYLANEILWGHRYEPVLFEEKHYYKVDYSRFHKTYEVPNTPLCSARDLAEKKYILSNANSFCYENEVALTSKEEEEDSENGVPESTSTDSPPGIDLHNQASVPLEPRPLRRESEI
KCNQ2 inh – KCNQ2 channel blockers in CHO-K1 cells – cell-based, FluxOR thallium flux, B-score, primary screen (AID 2156); B-score at 10 µM; O88943; hit rate 1.1% among 310,000; 20 min; hits give low values;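 active = fluorescence ratio B-score at most minus 3 library SDs, with starting brightness B-score within 2 library SDs, cut at about -5.5 in these data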
An asterisk follows results filed as active; i = inactive.

| SMILES | Kir21 block | KCNQ2 inh |
| --- | --- | --- |
| CCCCCCOC(=O)/C=C/c1c(C)[nH]c(=O)[nH]c1=O | 2 | i |
| CC(C)CC(=O)Nc1ccc(-c2nnn(CC(=O)NCc3ccco3)n2)cc1 | 1.5 | i |
| COc1cccc(NS(=O)(=O)c2ccc(-n3cccn3)cc2)c1 | 1.2 | i |
| O=C(O)C1CCc2sc3[nH]c(=S)n(-c4ccccc4)c(=O)c3c21 (stereo not drawn) | 1.5 | i |
| Cc1cc(C)n2cc(CSc3ncccc3C(=O)O)nc2n1 | -1.6 | i |
| O=C(Nc1ccc(Cl)cn1)C1CCCN1S(=O)(=O)c1ccccc1 (stereo not drawn) | -1.9 | i |
| Cc1cnc(NC(=O)CSc2nnc(N)s2)s1 | 0.69 | i |
| COc1ccc(-c2nc3n(n2)C(c2cccnc2)C(C(N)=O)=C(C)N3)cc1 (stereo not drawn) | 0.31 | i |
| O=C(NC(=S)NCc1ccccc1)c1ccccc1Br | 1.6 | i |
| O=C(O)c1ccc2nc(CO)[nH]c2c1 | 1.1 | i |
| COc1c[nH]n(-c2ccccc2)c(=O)c1=O | -0.63 | i |
| O=C(NCc1ccccc1)C1=C[C@@H](C2CCCCC2)C[C@@H](OCCCCO)O1 | 0.16 | i |
| C=C1CCC[C@]2(C)C[C@H]3OC(=O)C(CN4CC(C)OC(C)C4)[C@H]3C[C@@H]12 (stereo partly drawn) | -0.38 | i |
| COC(=O)c1sc(NC(=S)NC(=O)c2cccc(C)c2)nc1C | 0.23 | i |
| Cc1onc(-c2ccccc2Cl)c1-c1nc(-c2ccncc2)no1 | 0.05 | i |
| O=C(CN1C(=O)S/C(=C/c2cccs2)C1=O)N1CCOCC1 | 0.31 | i |
| Nc1cccc(-c2cc3ccccc3oc2=O)c1 | 0.14 | i |
| CC(C)n1c(/N=C/c2c[nH]c3ccccc23)nc2ccccc21 | 0.53 | i |
| O=C(O)CNc1nc(Cl)ccc1[N+](=O)[O-] | 0.52 | i |
| COC(=O)c1[nH]c2c(c1C)C(=O)CC(c1ccc(OC)cc1)C2 (stereo not drawn) | -1.2 | i |
| CCN(c1ccc2c(c1)OCO2)S(=O)(=O)c1cc(Br)cc2c1N(C(C)=O)CC2 | 2.5 | i |
| CC1(C)CC(=O)C=C(N=CC2=C(O)CC(C)(C)CC2=O)C1 | -1 | i |
| COc1ccc(-c2noc(CCC(=O)Nc3nc4ccccc4s3)n2)cc1 | -0.24 | i |
| CCN(CC)CCCNC(=O)N[C@@H](Cc1ccccc1)C(=O)O | 1.7 | i |
| CC(C)c1nnc(NC(=O)CCC(=O)NCc2ccc(F)cc2)s1 | 0.78 | i |
| O=S(=O)(c1ccc2ccccc2c1)N(CC1CO1)c1ccccc1 (stereo not drawn) | -0.55 | i |
| CCN(CC)S(=O)(=O)c1cccc(NC(=O)COC(=O)/C=C/c2ccco2)c1 | 0.65 | i |
| O=C(Nc1ccc(Cl)cc1)Nc1ccc(Br)cn1 | -2 | i |
| Cc1ccc(NS(=O)(=O)c2cccc(C(=O)O)c2)c(C)c1 | 2.3 | i |
| Cc1cc2c(c(=O)o1)C(c1ccc([N+](=O)[O-])o1)C(C#N)=C(N)O2 (stereo not drawn) | -0.39 | i |
| O=C(NCCNC(=O)c1ccc(Cl)cc1Cl)c1ccccn1 | 0.54 | i |
| COc1ccc(NC(=O)COCC(=O)Nc2ccc(C)cc2)cc1 | 1.5 | i |
| CNC(=O)CC1C(=O)N(c2ccc(OC)cc2)C(=S)N1NC(=O)c1cccc(F)c1 (stereo not drawn) | -0.53 | i |
| Cc1ccc(NC(=O)c2sc3nc4c(c(-c5ccco5)c3c2N)CCC4)cc1 | 0.06 | i |
| Cc1ccc2oc(=O)c3cc(C(=O)NCCCN4CCCC(C)C4)sc3c2c1 (stereo not drawn) | -0.05 | i |
| Cc1noc(/C=C/c2ccco2)c1S(=O)(=O)N1CCC(C(=O)N2CCc3ccccc3C2)CC1 | -0.65 | i |
| COc1cccc(NC(=O)CN2C(=O)COc3ccc(S(=O)(=O)N4CCC(C)CC4)cc32)c1 | 0.1 | i |
| CCOC(=O)C(=O)Nc1ccccc1C(=O)OCC | -0.69 | i |
| O=S(=O)(Nc1ncnc2sc3c(c12)CCC3)c1ccc(Cl)s1 | 0.07 | i |
| Cc1cc(C)c(C#N)c(SCC2COc3ccccc3O2)n1 (stereo not drawn) | 2.5 | i |
| CC(C)[C@H](NC(=O)c1ccccc1)C(=O)O | -0.25 | i |
| O=C(CCC(=O)Nc1ccccc1Cl)NNC(=O)c1ccco1 | -0.03 | i |
| COc1ccc(NC(=O)COC(=O)Cn2cnc3ccccc3c2=O)cc1OC | -0.6 | i |
| CC(=O)NC(Cc1c[nH]c2ccccc12)C(=O)NCCc1ccccc1 (stereo not drawn) | -0.94 | i |
| O=C(Nc1ccc(Oc2ncnc3cc(Cl)ccc23)nc1)c1ccc(F)cc1 | -0.19 | i |
| CCN1CCCC1CNC(=O)Cn1cnc2sc(C)c(S(=O)(=O)N3CCC(C)CC3)c2c1=O (stereo not drawn) | 2 | i |
| COc1cc(Cl)c(CN2CCCC(CO)(Cc3cccc(Cl)c3)C2)cc1OC (stereo not drawn) | -1.4 | i |
| COc1cc([N+](=O)[O-])ccc1NC(=O)CSc1nc2ccccc2n1-c1ccccc1 | -0.86 | i |
| O=C(COC(=O)C1=Cc2ccccc2OC1)NCc1ccco1 | -0.94 | i |
| COC(CNC(=O)C1CC(=O)N(CCc2ccccc2)C1)OC (stereo not drawn) | 1.1 | i |

More results follow.
| SMILES | Kir21 block | KCNQ2 inh |
| --- | --- | --- |
| CC(C)Cc1nc(N2CCOCC2)c(C#N)c2c1COC(C)(C)C2 | -0.08 | i |
| C=CCN(Cc1nc(-c2ccc(OC)cc2)no1)C(=O)c1ccc2c(c1)OCO2 | 0.8 | i |
| Cc1c(Cl)cccc1NC(=O)CCC(=O)N/N=C/c1ccc[nH]1 | -1.3 | i |
| CCOC(=O)NC(Nc1ccc(C)cn1)(C(F)(F)F)C(F)(F)F | 0.42 | i |
| C(=C\c1nnc(-c2cccs2)o1)/c1ccccc1 | 0.27 | i |
| CCOc1ccc(NS(=O)(=O)c2ccc3[nH]cc(C(=O)NCCOC)c(=O)c3c2)cc1 | -1.1 | i |
| O=C(OCC(=O)N1CCCC1)c1cc([N+](=O)[O-])ccc1Cl | 1.8 | i |
| Cn1ncc2c(c(SCc3ccc(Cl)cc3Cl)nn2C)c1=O | 1.4 | i |
| O=C(COc1ccc2ccc(=O)oc2c1)N1CCN(c2ccccc2)CC1 | 0.69 | i |
| CN1CCc2c(sc3nc(SCC(N)=O)n(-c4ccc(Cl)cc4)c(=O)c23)C1 | -0.09 | i |
| COC(=O)c1sc(NC(=O)c2ccoc2C)nc1C | -0.28 | i |
| O=C(NCCc1ccc(Cl)cc1)C(=O)Nc1cc2c3c(c1)CC(=O)N3CCC2 | -1.3 | i |
| O=C1N/C(=N\c2ccccn2)SC1Cc1ccccc1Cl (stereo not drawn) | 0.67 | i |
| N#Cc1cc2cc3c(cc2nc1NCCNC(=S)NCCCN1CCOCC1)OCO3 | 1 | i |
| CC(=O)N1N=C(c2ccc([N+](=O)[O-])cc2)CC1c1ccccc1Cl (stereo not drawn) | -2 | i |
| CN(CC(=O)Nc1ccc(Cl)cc1)C(=O)CCc1c[nH]c2ccccc12 | 2.5 | i |
| O=C(c1ccc(F)cc1)c1c[nH]c(C(=O)NCc2ccco2)c1 | 1.3 | i |
| Cn1cc(/C(Cc2ccccc2)=N\O)c2ccccc21 | -2.1 | i |
| O=C1CN(C(=O)/C=C/c2ccco2)c2ccccc2N1 | 0.46 | i |
| O=C(CCC(=O)Nc1nnc(C2CCCCC2)s1)NCc1cccs1 | -0.87 | i |
| O=C(Cn1cncn1)N/N=C/c1ccccc1O | 0.14 | i |
| COc1ccc(NC(=O)CCCn2nc(C)c3c(C)n(-c4ccccc4)nc3c2=O)cc1 | 0.19 | i |
| CCOC(=O)c1c(NC(=O)c2ccc(C)cc2)sc2c1CC(C)(C)OC2 | 0.97 | i |
| CCN1C(=O)C(CC(=O)Nc2ccc(OC)cc2)N(Cc2ccco2)C1=S (stereo not drawn) | 0.46 | i |
| Cc1ccc(C)c(/C=N/Nc2ccccn2)c1 | -0.21 | i |

One compound at a time (already shown). Screens in order: Kir21 block	KCNQ2 inh
O=C(c1ccc(F)cc1)c1c[nH]c(C(=O)NCc2ccco2)c1 as listed: 1.3	i
CCOC(=O)NC(Nc1ccc(C)cn1)(C(F)(F)F)C(F)(F)F as listed: 0.42	i

(continued)
| SMILES | Kir21 block | KCNQ2 inh |
| --- | --- | --- |
| CCOC(=O)c1c(C)[nH]c(C)c1S(=O)(=O)NCc1cc(C)ccc1C | -1.2 | i |
| Cn1cc([N+](=O)[O-])c(C(=O)Nc2ccc3c(c2)OCCO3)n1 | -0.05 | i |
| CC(C)Sc1nnc(CNC(=O)C23CC4CC(CC(C4)C2)C3)n1C1CCCCC1 | -0.69 | i |
| CCOC(=O)C1CCN(c2nc3ccccc3nc2C(C#N)C(=O)OC(C)COC)CC1 (stereo not drawn) | 0.99 | i |
| CNC(=O)COC(=O)/C=C/c1nc2ccccc2s1 | 0.01 | i |
| Cc1ccc(Oc2nc3c(c(=O)n(Cc4ccccc4F)c(=O)n3C)n2C)cc1 | 0.76 | i |
| CCCOc1ccc(-c2nnn(CC(=O)N3CCC(C)CC3)n2)cc1 | 0.43 | i |
| CCCCN(C)CCNC(=O)Cn1ncc2c(=O)oc3ccc(C)cc3c21 | 0.09 | i |
| Cc1cc(O)c(C(=O)/C=C/c2ccc(Cl)cc2)c(=O)o1 | -0.1 | i |
| Cc1ccc(C(=O)N2CCN(S(=O)(=O)c3ccccc3[N+](=O)[O-])C2)cc1 | -1.8 | i |
| CCC(C)(C)n1nnnc1C(c1ccccn1)N1CCOCC1 (stereo not drawn) | 0.12 | i |
| O=Cc1cn(CC(O)CN2CCCCC2)c2ccccc12 (stereo not drawn) | -0.12 | i |
| COCc1nnc(NC(=O)C(C)C)s1 | 1.4 | i |
| O=c1c2nnn(-c3cccc(F)c3)c2ncn1Cc1ccccn1 | 0.92 | i |
| Cc1sc2nc(CN3CCCC3)nc(N3CCN(C(=O)c4ccco4)CC3)c2c1C | -1.5 | i |
| Cc1cc2nccc(-c3cccnc3)n2n1 | 0.02 | i |
| COc1ccc(-c2[nH]ncc2CN2CCSCC2)c(OC)c1 | 0 | i |
| COc1ccc(N(C(C)=O)S(=O)(=O)c2cc(OC)ccc2OC)cc1 | 0.23 | i |
| Cc1ccc(S(=O)(=O)NC(C)C(=O)Nc2ccccc2C(=O)N2CCCC2)cc1 (stereo not drawn) | 0.11 | i |
| Cc1ccc(CNC(=O)/C=C/c2ccccc2Cl)cc1 | 1.6 | i |
| Cc1nn(C)cc1CNCc1ccc(OCC(O)CN(C)Cc2ccccc2)cc1 (stereo not drawn) | -1.7 | i |
| O=C1Cc2cc(NS(=O)(=O)c3cc(F)ccc3F)cc3c2N1CCC3 | 0.92 | i |
| C=CCOc1ccc2cccc(/C=N/NC(=O)c3cc4cc([N+](=O)[O-])ccc4s3)c2c1 | 0.32 | i |
| COC(=O)c1ccccc1NC(=S)NC(C)=O | -3.5 | i |
| COC(=O)CCc1c(C)c(C(=O)c2cccc(OC)c2OC)c2ccccn12 | -1.7 | i |
| CCCCNC(=S)NNC(=O)c1csc(C)c1 | 0.73 | i |
| O=S(=O)(NCCc1cn2ccccc2n1)c1ccc2c(c1)OCCO2 | -0.5 | i |
| COc1ccc2sc(N(CCN(C)C)C(=O)/C=C/c3cccs3)nc2c1 | -0.47 | i |
| S=c1[nH]nc(Cc2noc3ccccc23)n1-c1ccc(Cl)cc1 | -0.01 | i |
| CC(c1ccon1)N(C)Cc1cn(C)nc1-c1cccc(Cl)c1 (stereo not drawn) | 0.51 | i |
| CNc1ccccc1C(=O)OCC(=O)N(CCOC)c1c(N)n(CC(C)C)c(=O)[nH]c1=O | 0.99 | i |
| N#C/C(=C\c1ccco1)C(=O)Nc1ccc(S(N)(=O)=O)cc1 | 0.57 | i |
| O=C(Nc1nc2ccccc2c(=O)[nH]1)c1ccccc1SCc1ccccc1 | 0.13 | i |
| COc1ccc(S(=O)(=O)N2CCN(CC(=O)NC3CC3)CC2)cc1 | 0 | i |
| CCC(C(=O)NCCCN1CCN(CCCNC(=O)C(CC)c2ccccc2)CC1)c1ccccc1 (stereo not drawn) | -0.27 | i |
| O=C1NC(c2ccccc2)=NC1(Nc1ccccn1)C(F)(F)F (stereo not drawn) | 0.02 | i |
| Cc1oncc1-c1csc(-c2ccccc2)n1 | -0.09 | i |
| NC(=O)NC(=O)COC(=O)c1ccc(Cl)c(S(=O)(=O)N(Cc2ccccc2)c2ccc(Cl)cc2)c1 | 0.09 | i |
| CCOC(=O)C1=C(C)NC2=C(C(=O)c3ccccc32)C1c1ccc([N+](=O)[O-])o1 (stereo not drawn) | -1.6 | i |
| Cc1ccc(OC(C)C(=O)N2CCCc3ccccc32)cc1 (stereo not drawn) | -5.5* | i |
| CCC1=C(OC(=O)N(CC)CC)N2C(=O)OC(=NCC(=O)OC)[C@]2(C)[C@H]2C1=CC[C@H]1C(=O)NC(=O)[C@H]12 | -2.4 | i |
| Cc1ccc(NC(=O)NCc2ccncc2)cc1Cl | -0.62 | i |
| Cc1ccc(C)c(N2CCN(C(=O)c3ccc(CS(=O)(=O)c4ccccc4C)o3)CC2)c1 | -0.41 | -6.5* |
| Cc1ccc(OCc2ccc(C(=O)NCc3cccnc3)cc2)cc1C | 2.5 | i |
| O=C(NCc1ccco1)c1cc(S(=O)(=O)N2CCCc3ccccc32)ccc1Cl | -0.17 | i |
| CC1=NNC(=O)C1CCC(=O)N/N=C/c1ccco1 (stereo not drawn) | 0 | i |

2 compounds picked at random from those above, as already listed:
| SMILES | Kir21 block | KCNQ2 inh |
| --- | --- | --- |
| O=C(Nc1nc2ccccc2c(=O)[nH]1)c1ccccc1SCc1ccccc1 | 0.13 | i |
| CCC1=C(OC(=O)N(CC)CC)N2C(=O)OC(=NCC(=O)OC)[C@]2(C)[C@H]2C1=CC[C@H]1C(=O)NC(=O)[C@H]12 | -2.4 | i |

Compound activity as filed in PubChem.
